Compound activity deposited in PubChem by several laboratories.
STAT3 activator: increases IL-6 driven STAT3 reporter signal; U3A cells, IL-6 STAT3-luciferase reporter, luminescence; 100% = signal with IL-6 EC80 alone; activation (% of control), % at 5.6 µM; actives 0.91% (n = 190,000); AID 871;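 active means activation above the screen-wide mean of compound activation plus 3 SD, cut at about 130% in these data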;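 further: 0% = background luminescence of wells with medium and substrate only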
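System – human U3A cells carrying STAT3-luciferase construct · Probe or stimulus – Interleukin-6, 33 ng/mL · Schedule – compound 1 h, then IL-6 6 h at 37 °C · Signal – luminescence from STAT3-driven luciferase reporter · Evaluation – percent of IL-6-only median luminescence · Benchmarks – IL-6-only high control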
ROMK primary: modulates human ROMK potassium channel activity | P48048 | Tet-inducible ROMK, thallium flux fluorescence; actives lie on both sides | B-score at 10 µM | actives 2% (n = 130,000) | AID 1918;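 active means signal ratio slope over the read window, or its plate-corrected B-score, at least 3 SD from the plate mean, either direction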;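 further: B-score of the F/F0 ratio slope over 7 to 12 s after thallium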
Target sequence (P48048 whole entry, looked up): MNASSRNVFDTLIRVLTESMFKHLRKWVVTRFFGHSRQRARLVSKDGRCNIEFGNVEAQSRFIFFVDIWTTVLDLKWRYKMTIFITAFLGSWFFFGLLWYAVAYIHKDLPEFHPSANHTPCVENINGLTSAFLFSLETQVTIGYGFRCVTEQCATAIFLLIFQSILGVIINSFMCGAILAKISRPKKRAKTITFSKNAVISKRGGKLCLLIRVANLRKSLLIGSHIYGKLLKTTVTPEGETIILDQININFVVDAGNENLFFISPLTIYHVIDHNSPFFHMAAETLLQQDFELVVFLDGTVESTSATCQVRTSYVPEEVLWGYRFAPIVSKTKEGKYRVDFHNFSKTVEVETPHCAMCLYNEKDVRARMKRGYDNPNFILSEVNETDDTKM
NF-kB neuron act: NF-kB expression increase, human neuronal cells | actives 1.6% (n = 190,000) | NF-kB reporter expression; stronger effect = higher value | fold change at 12.5 µM; in the data active means fold change above about 3.3
STAT1 act: STAT1 signaling activation; NIH 3T3 STAT1-luciferase reporter, IFN-gamma, luminescence; 100% = IFN-gamma alone, no compound; activation (% of control), % at 5.5 µM; actives 2.6% (n = 200,000); AID 932;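 active means activation above the screen-wide mean activation plus 3 SD, cut at about 130% in these data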;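 further: raw ratio to IFN-gamma control signal so 100% means no change and 0% no light; values of inactives mirror those of a sister screen read the other way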
APP 5'UTR act: activates APP 5'UTR luciferase reporter | SH-SY5Y APP 5'UTR luciferase reporter, luminescence; zero percent = DMSO vehicle wells | activation, % at 2 µM | AID 1276 | actives 1% (n = 190,000);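 active means activation above a set limit, based on mean plus 3 SD of controls, cut at about 140% in these data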; further: values of inactives mirror those of a sister screen read the other way
FLuc inh counter: inhibits firefly luciferase, flagging false hits in luciferase inhibition screens; P08659; ATPLite firefly luciferase biochemical luminescence, 10 min; inhibition, % at 10 µM; actives 1.5% (n = 200,000); AID 1006;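 active means inhibition above about 50% when tested at 10 µM, limit read from the data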
Target sequence (P08659 whole entry, looked up): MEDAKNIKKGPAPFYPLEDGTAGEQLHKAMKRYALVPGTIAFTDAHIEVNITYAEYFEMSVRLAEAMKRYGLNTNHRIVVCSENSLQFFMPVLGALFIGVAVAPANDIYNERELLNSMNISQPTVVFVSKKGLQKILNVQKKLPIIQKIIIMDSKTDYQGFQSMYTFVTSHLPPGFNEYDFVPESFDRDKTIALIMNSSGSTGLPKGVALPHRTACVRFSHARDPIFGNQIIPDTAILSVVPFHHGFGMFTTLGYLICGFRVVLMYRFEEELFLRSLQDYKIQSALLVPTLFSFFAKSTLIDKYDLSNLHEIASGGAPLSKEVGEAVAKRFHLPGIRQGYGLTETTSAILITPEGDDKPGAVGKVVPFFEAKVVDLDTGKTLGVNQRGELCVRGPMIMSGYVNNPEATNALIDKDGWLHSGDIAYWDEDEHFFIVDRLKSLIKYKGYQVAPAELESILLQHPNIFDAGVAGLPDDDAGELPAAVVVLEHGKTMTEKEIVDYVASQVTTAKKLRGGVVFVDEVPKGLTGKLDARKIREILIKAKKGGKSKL
APP 5UTR inh: APP translation inhibition; SH-SY5Y APP 5'UTR-luciferase reporter, luminescence; AID 1285; inhibition, % at 2 µM; actives 0.82% (n = 190,000);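 active means inhibition above a set limit, derived from the sample mean plus 3 SD, cut at about 45% in these data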; further: values of inactives mirror those of a sister screen read the other way
STAT1 blocker: inhibitors of IFN-gamma induced STAT1 signaling; NIH 3T3 STAT1-luciferase reporter, luminescence; inhibition, % at 5.5 µM; actives 0.35% (n = 200,000); AID 920;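 active means inhibition above a set limit, the mean inhibition across all tested compounds plus 3 SD, cut at about 34% in these data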;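 further: 0% = IFN-gamma with DMSO and 100% = IFN-gamma with 300 µM nifuroxazide; values of inactives mirror those of a sister screen read the other way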
FLuc act counter: affects firefly luciferase, flagging false hits in luciferase stimulation screens | P08659 | 200,000 tested, under 10 active | ATPlite luciferase biochemical, luminescence, 10 min; 0 = ATP-free wells, 1 = DMSO control | activation factor at 10 µM;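 active means luciferase activation factor, scaled between plate controls, of at least 2 with compound at 10 µM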
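Assay system – cell-free luciferase reagent · Medium – PBS-based ATP solution · Dosing – test compounds dosed from 2 mM stocks in 100% DMSO · Timing – 10 min, room temperature · Technique – light output (luminescence) · Measure – luminescence gain marking luciferase activators · Controls – No-ATP low control, compound-free enzyme-plus-ATP high control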
STAT3 blocker: reduces IL-6 driven STAT3 reporter signal | actives 0.89% (n = 190,000) | U3A cells, IL-6 STAT3-luciferase reporter, luminescence; host cell line lacks STAT1 | inhibition, % at 5.5 µM;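 active means inhibition above the mean inhibition across all screened compounds plus 3 SD, cut at about 44% in these data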;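 further: 0% = DMSO only wells and 100% = 100 µM nifuroxazide control wells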
The depositor's hits bear a star; x = no result given.

SMILES	STAT3 activator	ROMK primary	NF-kB neuron act	STAT1 act	APP 5'UTR act	FLuc inh counter	APP 5UTR inh	STAT1 blocker	FLuc act counter	STAT3 blocker
COc1cccc(C(=O)NCC(=O)n2nc(C)cc2C)c1	108	0.54	1.1	100	-4	0	4	-1	1	-6
O=C(N/N=C/c1ccc(N2CCOCC2)cc1)c1cccs1	82	0.031	2.9	126	62	52*	-62	-27	0.5	26
CC(C)(C)NC(=O)C(c1ccccc1F)N(Cc1ccco1)C(=O)c1csnn1 (configuration not stated)	103	0.14	1	97	0	-7	0	4	1.1	1
CCc1ccc(C2C3=C(CC(C)(C)CC3=O)OC3=C2C(=O)CC(C)(C)C3)cc1	101	0.21	0.3	99	17	0	-17	1	1	-4
O=C(Nc1ccc2c(c1)OCO2)c1cc(C2CC2)on1	92	x	3.9*	146*	61	47	-62	-48	0.5	10
O=C(Nc1ccc(SC(F)F)cc1)C12CCC(CC1)C2	112	x	2	123	10	9	-10	-25	0.9	-10
O=C(CN1CCN(C2CCCCC2)CC1)c1ccc2cc[nH]c2c1	107	x	0.96	104	-5	-4	5	-5	1	1
COC(=O)C1(S(=O)(=O)C2(C(=O)OC)CCCC2)CCCC1	99	0.56	0.94	98	2	-6	-2	2	1.1	9
COc1ccc(/C=N/NC(=O)CNC(=O)c2ccc3c(c2)OCCO3)cc1OC	105	x	1.1	104	15	4	-15	-4	1	-7
Cc1c(NC(=O)/C(C#N)=C/c2ccc(-c3cccc(Cl)c3)o2)c(=O)n(-c2ccccc2)n1C	81	-1.7	0.7	101	-6	-2	6	-1	1	25
COc1ccc(CCNC(=O)CN(C)S(=O)(=O)c2ccc3c(c2)CCC(=O)N3)cc1OC	103	x	0.87	106	-5	-2	5	-6	1	5
COc1cc(C2C(C(C)=O)=C(O)C(=O)N2CCc2c[nH]c3ccccc23)ccc1O (configuration not stated)	110	1.7	1.1	102	1	-5	-1	-3	1	-10
CCOC(=O)C1CCCN(c2c(N3CCN(c4cccc(Cl)c4)CC3)c(=O)c2=O)C1 (configuration not stated)	x	x	0.94	98	6	0	-6	1	1	x
O=c1cc(-c2ccc(F)cc2)[nH][nH]1	110	-0.03	1.1	102	-14	-5	14	-3	1.1	-10
Cc1ccc(NC(=O)N(Cc2ccco2)C(C)c2ccco2)cc1C (configuration not stated)	90	x	1.4	96	12	-5	-12	4	1.1	16
COc1ccc(C2C(C#N)=C(C)NC(C)=C2C#N)c(OC)c1	93	0.13	x	96	-4	1	4	3	1	13
O=C(NCc1ccco1)Nc1ccccc1Cl	104	x	1.4	116	25	1	-25	-18	1	-1
CCC(=O)N1CCc2cc(S(=O)(=O)NCCCN3CCN(Cc4ccccc4)CC3)ccc21	103	-0.41	0.76	99	22	-1	-22	1	1	2
CN1CCN(C(=O)C2=C[C@@H](c3coc4ccccc4c3=O)C[C@@H](OCCCCO)O2)CC1	x	x	1.1	99	1	-4	-1	2	1	x
O=C(Nc1ccccc1-c1ccccc1)C1CCCCC1	85	x	0.9	100	-2	-3	2	0	1	21
COc1ccc(CCNC(=O)CSc2nccc(=O)[nH]2)cc1OC	100	0.53	1.1	110	-9	-2	9	-12	1	2
CCN(CC)CCN(Cc1cc2cc(C)ccc2[nH]c1=O)C(=O)Nc1ccccc1OC	102	x	0.95	108	1	-1	-1	-9	1	1
CC(c1ccco1)N(C(=O)C12CC3CC(CC(C)(C3)C1)C2)c1ccccn1 (configuration not stated)	100	-0.41	1.1	110	17	-3	-17	-11	1	0
COCC(C)n1c(SCc2ccc(OC)c(F)c2)nc2ccccc2c1=O (configuration not stated)	93	0.98	0.9	92	0	-5	0	10	1	12
CCOC(=O)C1(Cc2ccccc2)CCN(Cc2cnc(N3CCOCC3)s2)CC1	99	-0.26	1	97	-6	-5	6	1	1	6
Cc1ccc(C(=O)c2ccccc2C(=O)OCC(=O)NCCc2ccccc2)cc1	101	x	0.93	98	-18	-7	18	2	1.1	1
CCOC(=O)C1C(=O)C=C(c2ccc(C)cc2)CC1c1ccc([N+](=O)[O-])cc1 (configuration not stated)	101	x	1.3	100	13	-6	-13	0	1.1	-6
CCc1ccc(NC(=O)Nc2ccncc2)cc1	93	-0.93	1.5	110	35	23	-35	-10	0.8	17
CC(C)Oc1ccc2nnnn2n1	101	x	0.91	97	4	-7	-4	3	1.1	0
CCn1ncc(/C=C/C(=O)Nc2c(C)nn(Cc3ccc(Cl)cc3Cl)c2C)c1C	67	x	0.79	83	-13	-4	13	18	1	42

Full records, looked up by structure. Screens in order: STAT3 activator | ROMK primary | NF-kB neuron act | STAT1 act | APP 5'UTR act | FLuc inh counter | APP 5UTR inh | STAT1 blocker | FLuc act counter | STAT3 blocker
`CC(C)Oc1ccc2nnnn2n1` is listed as 101 | x | 0.91 | 97 | 4 | -7 | -4 | 3 | 1.1 | 0
`COCC(C)n1c(SCc2ccc(OC)c(F)c2)nc2ccccc2c1=O` (configuration not stated) is listed as 93 | 0.98 | 0.9 | 92 | 0 | -5 | 0 | 10 | 1 | 12
`CC(c1ccco1)N(C(=O)C12CC3CC(CC(C)(C3)C1)C2)c1ccccn1` (configuration not stated) is listed as 100 | -0.41 | 1.1 | 110 | 17 | -3 | -17 | -11 | 1 | 0

(further entries)
SMILES	STAT3 activator	ROMK primary	NF-kB neuron act	STAT1 act	APP 5'UTR act	FLuc inh counter	APP 5UTR inh	STAT1 blocker	FLuc act counter	STAT3 blocker
CC1CCN(c2nc3ccccc3n2CC(=O)c2ccccc2)CC1	95	2.1	1.1	87	3	-3	-3	14	1	7
COc1ccc(-c2cc(=Nc3ccc(C)cc3)c3ccccc3o2)cc1	81	x	1.2	99	-5	-2	5	2	1	24
CCC(C)NC(=O)C1c2cc(OC)c(OC)cc2C(=O)N(C)C1c1ccc(OC)cc1 (configuration not stated)	100	x	1.1	99	-7	-7	7	1	1.1	6
O=S1(=O)CCC(SCc2nc3sccn3c2Br)C1 (configuration not stated)	104	x	1.1	104	-3	-6	3	-5	1.1	0
CCN1C(=O)/C(=C/C=C2/Sc3ccccc3N2CCO)SC1=S	86	x	0.93	104	-5	12	5	-5	0.9	18
Cn1cc(-c2ccc(Cl)cc2)cc(C#N)c1=O	92	0.36	1.3	106	-3	-2	3	-7	1	20
CC(C)(C)c1ccc(C(=O)CSc2nc3ccccc3c(=O)[nH]2)cc1	100	-0.79	1	99	-4	2	4	1	1	6
COc1cc(Br)cc(CN2CCN(C/C=C/c3ccccc3)CC2)c1O	95	x	1.4	99	0	-2	0	2	1	8
COc1ccc(C2c3c(oc4ccc(Cl)cc4c3=O)C(=O)N2Cc2ccco2)cc1OC (configuration not stated)	109	x	1.3	96	0	-6	0	6	1.1	-4
CC1CCN(C(c2ccccc2)c2nnnn2C(C)(C)C)CC1 (configuration not stated)	101	x	1	101	-6	-2	6	-2	1	3
COc1ccc(-c2cc(=O)oc3c(C)c(O)c(CN(C)C)cc23)cc1	113	x	0.94	95	-2	-6	2	6	1.1	-10
Cc1occc1C(=O)NNC(=O)C1CC1	102	0.068	1.3	90	19	-4	-19	9	1	-1
O=C1NC(=O)c2cc(Br)cc3cccc1c23	88	-0.015	1.1	104	-9	-2	9	-4	1	15
COc1ccc(OC(=O)c2cn(C)nc2C(F)(F)F)cc1	104	-0.11	2.2	105	x	-8	x	-6	1.1	2
O=C(CSCC(=O)NCc1ccco1)NCc1ccco1	105	0.082	1.1	99	2	-4	-2	1	1	-1
COc1cc2nc(CSc3ncn[nH]3)[nH]c(=O)c2cc1OC	101	-0.25	0.92	98	-5	-5	5	1	1	4
CCOC(=O)c1cccc(NC(=O)C2(S(=O)(=O)c3ccc(C)cc3)CC2)c1	104	0.25	1.1	100	-7	-4	7	2	1	-7
O=C(NCCO)c1nc(NCCO)c2ccccc2n1	103	x	1	98	-5	-8	5	2	1.1	3
O=C(NC1CCN(Cc2ccccc2)CC1)c1ccc(S(=O)(=O)NCc2ccco2)cc1	77	-0.054	0.79	83	2	-2	-2	19	1	28
COc1ccc(OC)c(NC(=O)Cn2cc(C#N)c3cc(Br)ccc32)c1	93	x	1.1	97	2	-3	-2	4	1	10
COC(=O)c1ccccc1NC(=S)NC(=O)COc1ccccc1	101	x	1.3	105	-2	-4	2	-11	1	8
COc1ccc(NCc2ccccc2[N+](=O)[O-])cc1OC	111	1.2	0.9	105	-12	-6	12	-6	1.1	-12
O=C(NC1CCS(=O)(=O)C1)OC1CCCCC1 (configuration not stated)	96	x	1.1	99	9	-5	-9	1	1.1	10
O=C(c1ccc(CN2CCOCC2)cc1)N1CCN(c2ccccc2)CC1	103	x	1.1	99	5	-3	-5	1	1	1
Cn1nc(-c2ccccc2)c(CO)c1Oc1cccc(C(F)(F)F)c1	93	-0.8	1.2	99	-3	-6	3	1	1.1	12
COc1ccc(C2CC(c3ccccc3)=NN2C(=O)COC(=O)COc2ccccc2)cc1 (configuration not stated)	107	-0.031	x	96	1	-4	-1	4	1	-2
CCOc1ccc(N(CC(=O)NC2CCCC2)C(=O)CCCC(=O)Nc2ccccn2)cc1	104	-1.5	1.2	98	7	1	-7	3	1	-8
COC(c1ccccc1)c1nnc(CCC(=O)N(C)Cc2cccc(-n3cccn3)c2)o1 (configuration not stated)	108	x	2.4	131*	39	-1	-39	-37	1	-4
C/C(=N\NC(=O)COc1ccc(C#N)cc1)c1ccc(N2CCOCC2)cc1	106	-0.5	1.4	96	-5	0	5	4	1	-3
CC(C)(C)c1ccc(C(=O)CS(=O)(=O)c2ccccc2)cc1	120	x	0.86	97	140*	54*	-140	3	0.5	-19
CCn1c(-c2cccc(Cl)c2)n[nH]c1=S	101	x	1.5	100	1	-6	-1	0	1.1	9
C=CCc1cc(C)ccc1OCCOCCn1ccnc1	96	-0.063	1.1	96	11	-2	-11	4	1	3
COC(=O)c1cc(OC)c(OC)cc1NCC(=O)Nc1ccc(OC)c(OC)c1	107	x	0.74	102	3	-1	-3	-3	1	-5
CCOC(=O)C1(CC2CC2)CCN(Cc2cnc(N(C)C)s2)CC1	93	0.24	1.6	95	-1	-6	1	3	1.1	10
Cn1ccnc1SCc1ccc([N+](=O)[O-])cc1	104	x	1.1	106	3	-5	-3	-7	1.1	7
CC(C)OC(=O)CCC(=O)Nc1nc2ccccc2s1	110	0.035	1.5	116	10	-7	-10	-17	1.1	-7
COc1ccc(C2SCC(=O)N2c2c(C)n(C)n(-c3ccccc3)c2=O)cc1 (configuration not stated)	108	x	0.93	97	2	-4	-2	3	1	-4
Cc1ccc(Nc2ncnc3ccccc23)cc1	89	0.0067	2.9	130*	149*	28	-149	-34	0.7	15
COc1ccccc1CC(=O)NCCc1ccc(S(N)(=O)=O)cc1	102	x	1.1	102	-14	-3	14	-2	1	1
CC1CCCN(CCCOc2ccccc2-c2ccccc2)C1 (configuration not stated)	96	-2	0.91	93	-16	-11	16	5	1.1	12
Cc1ccc(/C([O-])=C(/C(=S)Nc2ccc(SC(F)F)cc2)[n+]2ccccc2)cc1[N+](=O)[O-]	105	0.47	1.2	92	-4	-6	4	8	1.1	-4
CCOC(=O)C1CCN(C(=O)Cn2cccc2C(=O)c2ccccc2)CC1	100	-0.61	1.1	95	-10	0	10	6	1	0

The order is random; 7.1% or so of the library scored in one or more.
